# Screening results (PubChem BioAssay)
# KCNH2 WT inh = qHTS for Inhibitors of KCHN2 3.1: Wildtype qHTS | activity change, % at 1.84 µM | hit rate 0.37% among 340,000 | U2OS, BacMam KCNH2, thallium flux FluxOr; active compounds read low;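 active = maximum activity change below -70%; inconclusive = maximum activity change between -70% and -50%; inactive = maximum activity change above -50%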; note: % is set by controls: 0 for no effect and ±100 for the full control effect
# Target sequence (Q12809 whole entry, looked up): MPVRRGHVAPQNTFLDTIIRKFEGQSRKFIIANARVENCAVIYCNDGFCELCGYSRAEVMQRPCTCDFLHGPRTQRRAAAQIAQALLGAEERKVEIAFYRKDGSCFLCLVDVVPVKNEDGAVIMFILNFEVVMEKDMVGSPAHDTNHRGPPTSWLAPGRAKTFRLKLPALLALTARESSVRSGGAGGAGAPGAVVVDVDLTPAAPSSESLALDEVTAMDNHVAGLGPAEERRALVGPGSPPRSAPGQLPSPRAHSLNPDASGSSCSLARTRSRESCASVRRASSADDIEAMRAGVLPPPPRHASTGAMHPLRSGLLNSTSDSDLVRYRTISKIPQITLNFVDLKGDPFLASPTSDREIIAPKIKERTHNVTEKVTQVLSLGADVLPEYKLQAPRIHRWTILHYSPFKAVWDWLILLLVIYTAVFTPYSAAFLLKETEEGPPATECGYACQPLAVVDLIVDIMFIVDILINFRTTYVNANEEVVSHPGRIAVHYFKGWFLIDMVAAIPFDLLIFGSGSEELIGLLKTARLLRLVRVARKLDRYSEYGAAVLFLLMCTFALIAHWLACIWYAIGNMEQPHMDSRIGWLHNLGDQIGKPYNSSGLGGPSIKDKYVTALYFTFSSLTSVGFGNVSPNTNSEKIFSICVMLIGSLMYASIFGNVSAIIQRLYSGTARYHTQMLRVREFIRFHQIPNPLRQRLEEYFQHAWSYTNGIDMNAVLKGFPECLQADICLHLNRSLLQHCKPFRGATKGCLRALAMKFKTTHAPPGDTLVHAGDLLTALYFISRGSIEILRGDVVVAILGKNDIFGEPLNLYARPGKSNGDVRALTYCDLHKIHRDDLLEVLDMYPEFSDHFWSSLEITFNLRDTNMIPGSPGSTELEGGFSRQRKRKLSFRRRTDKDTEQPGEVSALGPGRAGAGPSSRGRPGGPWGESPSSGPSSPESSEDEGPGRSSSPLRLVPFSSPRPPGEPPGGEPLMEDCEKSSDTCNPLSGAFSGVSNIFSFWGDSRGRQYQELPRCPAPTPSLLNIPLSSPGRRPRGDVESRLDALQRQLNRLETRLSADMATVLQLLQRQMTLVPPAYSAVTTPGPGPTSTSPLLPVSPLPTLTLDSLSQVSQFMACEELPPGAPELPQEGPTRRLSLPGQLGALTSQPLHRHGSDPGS
#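 U2OS cells transduced with wild-type KCNH2 virus are loaded with FluxOr dye for 45 min, and thallium flux is measured in kinetic reads before and after stimulation buffer. Rate constants are normalized to DMSO controls.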
# USP2a inh = qHTS Assay for Inhibitors of Ubiquitin-specific Protease USP2a Using CHOP2 as the Reporter; Ubiquitin carboxyl-terminal hydrolase 2 (Homo sapiens), O75604; AID 463254, 2010; Potency, µM (highest dose often 38.3 µM), inactives show at the highest dose activity change, negative = inhibition, usual class: inhibitors; USP2 core, Ub-CHOP2 coupled fluorogenic reporter, 485/531; hit rate 0.01% among 330,000;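 note: potency is the fitted concentration of half-maximal effect; plate controls were DMSO wells for no effect and full inhibition by NEM control for full effect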
#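 Cell-free coupled assay: 10nM USP2 core preincubated 30min RT with compound in Tris-HCl pH 8.0/CaCl2/CHAPS buffer, then 25nM Ub-CHOP2 and 25nM reporter substrate; fluorescence (Ex 485/Em 531) read after 60min RT, normalized to NEM inhibition, concentration-response curves fitted.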
# TRPV1 agonist = HTS Assay for Compounds that Act as Agonists of the Vanilloid Receptor 1 | TRPV1-expressing cells, Fluo-8 calcium influx, agonist mode | activation, % at 8.33 µM | hit rate 0.19% among 320,000 | Transient receptor potential cation channel subfamily V member 1 (Homo sapiens), Q8NER1; in the data active = activation above about 80%; inconclusive = between about 30% and that limit; note: 0% is about no effect
#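 Cells expressing TRPV1 were dye-loaded with Fluo-8 and read kinetically: 10 s baseline, 3 min after compound (agonist portion), then 2 min after EC20 capsaicin (allosteric enhancer portion). Calcium-bound dye fluorescence at 480/520 nm.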
# Eya2 phos inh = qHTS Assay for Inhibitors of the Phosphatase Activity of Eya2; Protein phosphatase EYA2 (Homo sapiens), O00167; recombinant Eya2, OMFP fluorescence dephosphorylation (OMFP is methylfluorescein phosphate); AID 488837, 2010; hit rate 0.006% among 330,000; Potency, µM (highest dose often 76.9 µM), for the others: at the top dose activity, negative = inhibition, most hits filed as inhibitors; note: potency is the fitted concentration of half-maximal effect; % is set by controls: 0 for no effect and ±100 for the full control effect
#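 Eya2 protein (added as 0.2 uM solution) was preincubated with compound for 10 min at ambient temperature in 50 mM HEPES pH 7.5, 50 mM NaCl, 5 uM MgCl2, 0.05% BSA, 1 mM DTT. OMFP (added at 50 uM) then reacted 10 min; fluorescence read at 485/525 nm.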
# A-T KAP1 phos = qHTS Assay for Identifying a Potential Treatment of Ataxia-Telangiectasia. Potency, µM (titrated, usually from 57.5 µM), for inactives: top-dose activation, hits mostly activators. […] A-T fibroblasts, KAP-1 phosphorylation AlphaLISA; neocarzinostatin DNA damage 30 min before lysis. hit rate 0.19% among 320,000; note: potency is the fitted concentration of half-maximal effect; % of control where 0% means no effect; nearly all actives have a fitted effect of over 45% in size
#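 hTERT-immortalized A-T patient fibroblasts ([…]), 500 cells/well in OPTI-MEM, 1% FBS, got compounds for 60 min, then NCS for 30 min at 37C. Lysates were then assayed for phospho-KAP-1 by AlphaLISA (anti-pKAP1 donor, anti-KAP1 acceptor beads), 6 hr at 25C.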
# TSHR antag = Antagonists of the Thyroid Stimulating Hormone Receptor: HTS campaign; activity change, negative = inhibition, % at 11.5 µM; hit rate 0.2% among 330,000; AID 504810, 2011; TSHR-expressing cells, TSH-stimulated cAMP HTRF, 2 h; active compounds read low;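 active = activity change below a set negative limit, meaning inhibition stronger than a set level, cut at about -70% in these data; inconclusive = activity change between two set negative limits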; note: % is set by controls: 0 for no effect and ±100 for the full control effect
#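 TSHR-expressing cells, 200/well, pre-treated with compound, then stimulated with EC80 TSH (4nM final) for 2 hours at 37 deg C. cAMP measured by competitive HTRF: anti-cAMP cryptate antibody in lysis buffer plus cAMP-d2, read after 30 minutes at room temperature.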
# TCR act = Activators of T cell receptors: qHTS campaign; 330,000 tested, under 10 active; AID 504894, 2011; primary human leukocytes, anti-CD3, IL-2 HTRF, 48 h; Potency, µM (top dose mostly 9.22 µM), for inactives: top-dose activation of IL-2 secretion, most hits filed as activators; note: % of control where 0% means no effect
#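 Compounds are tested in HTS on primary human leukocytes co-incubated with a-CD3 beads for 48 hr. IL-2 output is measured by time-resolved FRET.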
# KCNH2 3.1 inh = qHTS for Inhibitors of KCHN2 3.1: Mutant qHTS | Potassium voltage-gated channel subfamily H member 2, brain isoform KCNH2 3.1 (human) | U2OS KCNH2 3.1, thallium flux FluxOr; active compounds read low | activity change, % (tested at about 1.8 µM) | hit rate 0.95% among 340,000 | AID 720553, 2013;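 active = maximum activity change below -70%; inconclusive = maximum activity change from -70% to -50%; inactive = maximum activity change above -50%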;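 note: thallium influx rate constant from kinetic fluorescence after stimulation buffer; % is set by controls: 0 for no effect and ±100 for the full control effect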
#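 Kinetic fluorescence (2 min after stimulation buffer) measures Tl+ influx through KCNH2 3.1 expressed by viral transduction in U2OS cells; the rate constant is normalized against DMSO controls serving as positive and negative references.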
# ELG1 DNA repair = qHTS screen for small molecules that inhibit ELG1-dependent DNA repair in human embryonic kidney (HEK293T) cells expressing luciferase-tagged ELG1. HEK293T ELG1-luciferase reporter, luminescence, 16 h; DNA damage induced by 5-fluorouridine. Potency, µM (top dose mostly 46.1 µM), for the others: at the top dose activity change, negative = inhibition, hits mostly inhibitors. hit rate 2.3% among 330,000; note: potency is the fitted concentration of half-maximal effect; % is set by controls: 0 for no effect and ±100 for the full control effect; nearly all actives have a fitted effect of over 55% in size
#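 DMSO vehicle served as the neutral condition. Each well held 2,000 cells given 5-fluorouridine plus compound; after 16 hr at 37 °C/5% CO2, ONE-Glo was added and luciferase measured 30 min later.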
# Mito fusion yeast = qHTS Assay for Small Molecule Inhibitors of Mitochondrial Division or Activators of Mitochondrial Fusion; Potency, µM (highest dose often 46.1 µM), for inactives: top-dose growth rescue (activation), hits mostly activators; AID 485298, 2010; hit rate 0.23% among 320,000; S. cerevisiae fusion-defective mutant growth rescue, CellTiterGlo 48 h;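 note: potency is the fitted concentration of half-maximal effect; % of control where 0% means no effect; nearly all actives have a fitted effect of over 45% in size; temperature-sensitive fusion mutants such as fzo1-1 at 37 °C on non-fermentable ethanol glycerol medium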
#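 Read-out: ATP-based luminescence (CellTiterGlo, 10 min ambient) reporting growth of fusion-defective ts yeast after 48 hours at 37C on glycerol/ethanol YPEG medium in the presence of compound.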
# Numbers without * were called inactive; ? = inconclusive; / = no result given; [ ] = another dose, or the depositor's remark. Unless noted, calls come from the whole dose curve; as a rule, active = well fitted curve in the direction sought with a large enough effect; inconclusive = small, poorly fitted or top-dose-only effect, or another doubt; inactive = no such curve, though single readings can be large; an effect the other way counts as inactive or inconclusive. Some of the compounds tested, so the mix of outcomes need not match the whole.
no.	Molecule	Mito fusion yeast	TCR act	A-T KAP1 phos	TSHR antag	KCNH2 WT inh	Eya2 phos inh	USP2a inh	TRPV1 agonist	ELG1 DNA repair	KCNH2 3.1 inh
1	CC(OC(=O)CNC(=O)c1ccc(Cl)c(Cl)c1)C(=O)N1CCOCC1 (centres undefined)	6%	-3%	4%	-8	11	25%	2%	-2	9%	-13
2	C/C(Cl)=C/Cn1c(=O)c2c(nc(Br)n2Cc2ccccc2)n(C)c1=O	23%	-4%	14%	-16	6	-8%	-1%	1	?	3
3	O=C(Cc1nc(-c2ccc([N+](=O)[O-])cc2)cs1)Nc1ccccc1	0%	-9%	-1%	-30	-2	-14%	0%	0	?	4
4	c1cncc(Nc2nc(-c3cccs3)cs2)c1	11%	/	2%	4	0	0%	0%	?	?	6
5	CC(=O)c1cnn(-c2cc(Oc3ccccc3C)ncn2)c1C	1%	1%	-3%	-10	-2	3%	3%	17	9%	7
6	Cc1ccc(CNC(=O)C2CCC(=O)N2Cc2ccc(C)cc2)cc1 (centres undefined)	15%	-5%	5%	-5	8	5%	5%	-2	-16%	-17
7	Cc1cccc(C)c1NC(=O)CNC(=O)c1cccc(S(=O)(=O)NCc2cccs2)c1	0%	-4%	3%	14	1	4%	-6%	-2	11%	-44
8	Cc1ccc(CONC(=O)c2cccc(C)c2)cc1	8%	6%	8%	-7	-32	13%	1%	?	?	1
9	NC(=S)N/N=C/c1c[nH]c2ccc(OCc3ccccc3)cc12	-1%	/	-5%	-22	-8	-14%	-1%	-1	?	2
10	CN(CCOc1ccccc1)CC(=O)Nc1ccc(Cl)cc1[N+](=O)[O-]	18%	-7%	14%	3	-27	14%	-1%	8	4%	-2
11	Nn1c(Nc2ccccc2)nc2ccccc21	-2%	7%	5%	-9	6	7%	1%	14	?	-7
12	O=C(Cn1c2c(c(-c3ccccc3Cl)cc1=O)CCC2)NCC1CCCO1 (centres undefined)	-5%	-5%	-11%	-6	-11	0%	-1%	0	-26%	-10
13	Cc1ccc(NS(=O)(=O)c2cccc(C(=O)OCC(=O)NCc3ccco3)c2)cc1	1%	1%	9%	-7	3	3%[15.4 µM]	?	-3	-11%	1
14	C=CCn1c(SCc2ccccc2C#N)nnc1-c1cc(Br)ccc1O	24%	-2%	-1%	0	?	11%	-5%	2	?	6
15	CC(=O)Oc1cc2c3c(c1)/C(=C1/SC(=S)NC1=O)C(=O)N3C(C)(C)C=C2C	8%	-1%	-19%	-46	0	14%	0%	-8	7%	5
16	N#Cc1ccccc1Sc1ccccc1C(=O)NCC(c1ccco1)N1CCCCC1 (centres undefined)	6%	/	2%	-6	30	12%	0%	5	3%	-8
17	COc1cc2c(cc1NC(=O)c1cccnc1)oc1ccccc12	5%	2%	/	8	-11	0%	2%	3	?	-23
18	CC(=O)Oc1c(S(=O)(=O)c2ccc(C)cc2)c(C)nn1C(C)(C)C	1%	9%	8%	4	-7	3%	4%	/	4%	4
19	Cn1c(N)c(C(=O)CSc2nnc(C3CC3)n2Cc2ccccc2)c(=O)n(C)c1=O	/	3%	9%	0	-3	8%	1%	/	0%	-21
20	CCn1c(Cc2c(C)[nH]c3ccccc23)nnc1SCC(N)=O	-4%	2%	-4%	-9	-7	17%	1%	-1	-2%	-7
21	COc1ccccc1CNC(=O)COc1ccccc1C(=O)c1cnn(-c2ccccc2)c1	26%	10%	3%	12	-3	-15%	-1%	12	?	-3
22	COc1ccccc1C(=O)N1C(CC(=O)Nc2cc(Cl)ccc2C)C(=O)NC2CCCCC21 (centres undefined)	5%	2%	6%	6	-1	-13%	0%	0	?	-3
23	Clc1ccc2[nH]c3c(NCC4CCCO4)ncnc3c2c1 (centres undefined)	-4%	/	6%	-21	/	0%	-1%	24	?	/
24	CCCc1cc(NC(=O)CCl)n(-c2ccccc2)n1	2%	-2%	-1%	-7	17	4%	2%	-1	?	/
25	CCCC(=O)Nc1nnc(SCC(=O)NC2CC2)s1	2%	8%	3%	8	-3	4%	1%	-3	16%	4
26	c1ccc2sc(NC3=NCN(C4CCCCC4)CN3)nc2c1	1%	1%	2%	4	-4	2%	1%	-2	15%	13
27	C/C(=N\O)C(=O)C(CN1CCCCC1)CN1CCCCC1	-9%	-162%	-3%	10	-1	6%	2%	2	5%	22
28	CC[C@]12c3[nH]c4cc(-c5ccco5)ccc4c3CCN1C(=O)[C@@H](CC(=O)NCc1ccco1)C[C@@H]2C(=O)N1CCN(C(=O)c2ccco2)CC1	/	2%[46.1 µM]	7%	10	1	4%	-1%	/	?	-18
29	Cc1ccc(S(=O)(=O)Nc2cccc(C(=O)NCCN3CCOCC3)c2)cc1F	-2%	1%	-4%	2	9	8%	-1%	-2	0%	-10
30	COc1ccc(C(=O)NC(Cc2c[nH]c3ccccc23)C(=O)O)cc1 (centres undefined)	2%	4%	-9%	3	-5	10%	9%	3	8%	0
31	CC(C)[C@H](NC(=O)c1ccccc1)C(=O)Nc1cccc(S(=O)(=O)N2CCOCC2)c1	6%	2%	-2%	5	-5	7%	1%	-1	15%	-3
32	C[C@H](NC(=O)[C@@H]1Cc2ccccc2CN1)C(=O)Nc1ccc2c(c1)OCO2	2%	4%	-14%	-9	2	-2%	2%	0	29%	-12
33	COc1cc(OC)cc(C(=O)N[C@@H](CCSC)c2nc3ccccc3[nH]2)c1	?	-9%	-7%	7	-9	19%	3%	13	0%	2
34	COc1cc2cc(C(c3nnnn3C3CCCC3)N3CCCCC3)c(=O)[nH]c2cc1OC (centres undefined)	-2%	/	-6%	1	-5	23%	4%	2	14%	3
35	Cc1cc(C(=O)N/N=C/c2ccc([N+](=O)[O-])s2)c2ccccc2n1	-6%	2%	-2%	-6	-3	16%	1%	-3	21µM*	-3
36	Cc1ccc(N2CC(C(=O)Nc3ncc([N+](=O)[O-])s3)CC2=O)cc1 (centres undefined)	3%	2%	9%	14	2	-9%	-7%	24	?	0
37	Brc1ccc(N=Nc2ccc3ccccc3n2)cc1	-5%	2%	10%	11	2	-1%	-2%	/	?	8
38	COc1cccc(-c2cc(C(F)(F)F)n3ncc(C(=O)O)c3n2)c1	-9%	1%	-2%	-11	1	-2%	2%	1	-3%	14
39	C[C@H](NC(=O)CCCOc1ccc(Cl)cc1Cl)c1nnc2ccccn12	-1%	-6%	2%	9	2	5%	4%	-3	?	7

# Quoted at random: 6 records from the list
no.	Molecule	Mito fusion yeast	TCR act	A-T KAP1 phos	TSHR antag	KCNH2 WT inh	Eya2 phos inh	USP2a inh	TRPV1 agonist	ELG1 DNA repair	KCNH2 3.1 inh
39	C[C@H](NC(=O)CCCOc1ccc(Cl)cc1Cl)c1nnc2ccccn12	-1%	-6%	2%	9	2	5%	4%	-3	?	7
35	Cc1cc(C(=O)N/N=C/c2ccc([N+](=O)[O-])s2)c2ccccc2n1	-6%	2%	-2%	-6	-3	16%	1%	-3	21µM*	-3
33	COc1cc(OC)cc(C(=O)N[C@@H](CCSC)c2nc3ccccc3[nH]2)c1	?	-9%	-7%	7	-9	19%	3%	13	0%	2
36	Cc1ccc(N2CC(C(=O)Nc3ncc([N+](=O)[O-])s3)CC2=O)cc1 (centres undefined)	3%	2%	9%	14	2	-9%	-7%	24	?	0
34	COc1cc2cc(C(c3nnnn3C3CCCC3)N3CCCCC3)c(=O)[nH]c2cc1OC (centres undefined)	-2%	/	-6%	1	-5	23%	4%	2	14%	3
37	Brc1ccc(N=Nc2ccc3ccccc3n2)cc1	-5%	2%	10%	11	2	-1%	-2%	/	?	8
